PAFAH1B3 inh: blocks human PAF acetylhydrolase 1B catalytic subunit 3; Q15102; recombinant PAFAH1B3, FP-rhodamine probe, fluorescence polarization; 0.28% of 340,000 active; inhibition, % at 3.39 µM; AID 492972;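 active = inhibition above the screen-wide average of all tested compounds plus 3 SD, cut at about 25% in these data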;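 note: 0% = enzyme with DMSO only and 100% = wells lacking PAFAH1B3 protein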
Target sequence (Q15102 whole entry, looked up): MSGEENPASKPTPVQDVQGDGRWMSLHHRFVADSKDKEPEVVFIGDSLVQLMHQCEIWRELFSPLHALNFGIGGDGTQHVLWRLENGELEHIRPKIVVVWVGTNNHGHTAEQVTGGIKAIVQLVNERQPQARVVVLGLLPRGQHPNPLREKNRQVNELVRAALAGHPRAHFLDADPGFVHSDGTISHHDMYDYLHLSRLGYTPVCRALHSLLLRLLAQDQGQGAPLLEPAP
PAFAH2 FP inh: PAFAH2 (human) inhibition; AID 492956; 0.99% of 340,000 active; recombinant PAFAH2, FP-rhodamine activity probe, fluorescence polarization; inhibition, % at 3.39 µM; Q99487;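 active = inhibition above the mean over all tested compounds plus 3 SD, cut at about 30% in these data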;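 note: inhibitors block probe labeling of enzyme so polarization drops; 0% = enzyme with DMSO and 100% = wells lacking PAFAH2 protein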
* = called active by the depositor. These rows are one share of the data; rates above refer to the full screens.

compound	PAFAH1B3 inh	PAFAH2 FP inh
Cc1cc(OCC(=O)NNC(=S)NC(=O)c2ccc(Br)o2)ccc1Cl	12	7
CCN(C(=O)CSc1nnc(-c2ccc(OC)cc2)n1N)c1c(N)n(Cc2ccccc2)c(=O)[nH]c1=O	0	5
O=C(NC1CCCN(Cc2ccc(Cl)cc2)C1)c1ccccc1-c1ncc[nH]1 (configuration not stated)	-1	3
COc1ccc2cc(C(=O)N3CCN(c4ccccc4F)CC3)[nH]c2c1	14	-1
COc1ccc(C(=O)c2ccc(Cl)cc2)c(OC)c1OC	12	7
O=S(=O)(c1ccccc1)N1CCN(c2ncnc3sc(-c4ccccc4)cc23)CC1	4	-1
COCc1cc(C)nc(Sc2nc3c(c(=O)n(C)c(=O)n3C)n2C)c1C#N	8	-3
S=C(NCc1ccco1)NCc1ccco1	12	17
Cc1c2cnn(-c3ccccc3)c(=O)c2c(C)n1CCCC(=O)N1CCN(c2ncccn2)CC1	1	14
Cc1ccc2c(c1)N(CC(=O)Nc1nccs1)C(=O)CO2	1	7
Fc1ccc(CN2CCC(Cc3ccccc3)CC2)cc1F	5	1
O=C(O)c1ccc(/C=C2/SC(=S)N(Cc3ccccc3)C2=O)cc1	11	16
COc1ccc(CCN2CC(C(=O)NCCc3cccc(F)c3)CCC2=O)cc1 (configuration not stated)	9	8
CCOC(=O)c1n[nH]n2c1nc(=O)c1ccccc12	6	0
O=C(COC(=O)c1cc([N+](=O)[O-])ccc1N1CCCC1)Nc1ccccc1OC(F)F	1	-2
Cc1cc(Oc2ccccc2F)nc(NCc2ccccc2)n1	-1	4
COC(=O)CCC(=O)NC1CC(C)(C)Cc2c1cnn2-c1ccccc1 (configuration not stated)	7	0
O=C(NNC(=O)c1cccc2ccccc12)c1cccc(F)c1	-3	0
O=C1C=C(O)c2[nH]c(=O)ccc2C1=O	53*	14
O=C(O)c1ccc(C=NNC(=O)c2cccc3ccccc23)cc1	8	0
COc1cc2c(cc1OC)C(C1(O)CCCCC1)NCC2 (configuration not stated)	2	-3
CCc1ccc(NC(=O)c2cnc(SC)nc2C)cc1	-4	4
CC(C)CN(C(=O)CCC1CCCCC1)c1c(N)n(CC(C)C)c(=O)[nH]c1=O	10	0
CCn1c(CNC(=O)c2cccs2)nnc1SCC(=O)NCCc1ccccc1	7	2
CCCCN(C(=O)c1ccc(N(C)S(=O)(=O)c2ccc(C)cc2)cc1)c1c(N)n(CC(C)C)c(=O)[nH]c1=O	4	3
COC1CCC2(C)C(=CCC3C4CC(O)CC4(C)CCC32)C1 (configuration not stated)	6	-3
COc1ccc(-c2ccc3c(c2)C2CC3CCN2C(=O)OCc2ccccc2)cc1 (configuration not stated)	8	2
COc1ccc(CN2CCN(c3nc4ccccc4s3)CC2)cc1	1	3
COc1ccc(Br)cc1S(=O)(=O)N1CCN=C1c1ccccc1	7	17
Cc1ccc(S(=O)(=O)N(C)c2ccc(OC(=O)CN3C(=O)NC(C)(c4ccccc4)C3=O)cc2)cc1C (configuration not stated)	2	3
Cc1ccc(N2CCN(C(=O)C3CCC(=O)N(Cc4ccc(Cl)cc4)C3)CC2)c(C)c1 (configuration not stated)	-1	3
Cc1cc2nccnc2cc1C	8	5
CC(=O)C1(O)C(C)CC2C3CC=C4CC(O)CCC4(C)C3CCC21C (configuration not stated)	7	3
S=C(NCc1ccccc1)NCc1ccco1	7	1
Cc1cc(C)c2c(CN3CCN(Cc4ccccc4)CC3)cc(=O)oc2c1	3	0
Cc1cc(C)n(Cc2cccc(C(=O)N/N=C/c3cccnc3)c2)n1	4	4
CCC(=O)Nc1ccc(C(=O)COC(=O)c2sc(C)nc2C)cc1	2	1
CCCCN(C(=O)C1=CC=CN2CCS(=O)(=O)N=C12)c1ccccc1	-2	11
COc1ccc(S(=O)(=O)N2CCN(Cc3cc4c(cc3Br)OCCO4)CC2)cc1	3	6
Cc1cccc(-c2cccc(NC(=O)C3CCCN(Cc4cccnc4)C3)c2)c1 (configuration not stated)	9	-8
CC12C=CC(=O)C=C1C(F)CC1C3CCC(O)(C(=O)CO)C3(C)CC(O)C12F (configuration not stated)	13	10
Cc1cccc(NC(=O)COC(=O)c2ccc(S(=O)(=O)N3CCCCCC3)cc2)c1	-7	6
CN(C(=O)c1ccc(NC(=O)Cc2cccc(NC(=O)C3CCN(C(=O)C4CC4)CC3)c2)cc1)C1CC1	11	-6
COc1ccccc1CNC(=O)c1ccccc1SCC(=O)NCc1ccco1	-2	1
CCOc1ccc(NC(=O)C/C(C)=N/NC(=O)c2cnccn2)cc1	3	3
CCN1CCN(c2ccc(S(=O)(=O)N3CCOCC3)cc2NC(=O)CC(NC(C)=O)c2ccccc2)CC1 (configuration not stated)	7	-1
Cc1ccccc1C(=O)Nc1ccc(CN2CCOCC2)cc1	3	-2
CCOc1ccc(CCN2C(=S)N([C@@H](CC(C)C)CN3CCCC3CN3C(=S)NC[C@@H]3Cc3ccc(O)cc3)C[C@@H]2Cc2ccccc2)cc1 (some centres not stated)	-1	-14
Cc1cccc(NC(=O)NN2CCN(C)CC2)c1C	0	1
C(=NOCc1ccccc1)c1cccnc1	6	0

(continued)
compound	PAFAH1B3 inh	PAFAH2 FP inh
Cc1ccccc1OCCC(=O)Nc1cc(S(=O)(=O)N2CCCCC2)ccc1N1CCN(C)CC1	6	8
COc1ccccc1C=C1SC(=S)NC1=O	7	4
COc1ccc(/C=N/Nc2nc(C)cc(=O)[nH]2)cc1OC	6	-1
CCCn1cnc2c(oc3ccccc32)c1=O	3	-6
O=[N+]([O-])c1ccc(CSc2ccc(S(=O)(=O)N3CCOCC3)cn2)cc1	3	-2
COc1cc(NCCCNC(C)C)c2nccc(C)c2c1	40*	0
COc1ccc(CCCC(=O)NCCc2ccccc2)c(C)c1	2	0
CCc1cc2c(=O)c(-c3nc4ccccc4n3C)coc2c(CN2CCCCC2)c1O	2	-3
CC1=CC(C)C2(COC(c3ccc[n+](C)c3)OC2)C(C)C1 (configuration not stated)	5	4
CC(NC(=O)c1ccc2c(=O)n3c(nc2c1)CCCCC3)c1ccccc1 (configuration not stated)	-1	-2
O=CNCCCc1nc2ccccc2n1CCc1ccccc1	5	-3
CCOC(=O)C(CO)NC(=O)C1(NC(C)=O)CCCC1 (configuration not stated)	4	6
COCc1nnc(NC(=O)C23CC4CC(CC(C4)C2)C3)s1	2	1
COc1ccc(-c2n(CC(=O)OC3CC(C)CCC3C(C)C)c3ccccc3[n+]2C)cc1 (configuration not stated)	-2	-4
O=C(CCNC(=O)c1ccc([N+](=O)[O-])cc1)NC1CCCCC1	4	6
COc1ccc(C)cc1NS(=O)(=O)c1ccccc1	2	3
Cc1ccc(C(=O)NCc2ccco2)cc1	2	1
O=C(Nc1ccccc1)N1CCN(c2ccccc2)CC1	-7	-4
COc1ccc(CN(C)C(=O)C(CCSC)NS(=O)(=O)c2ccc3c(c2)OCCO3)c(OC)c1OC (configuration not stated)	3	3
CC12CCCCC1C(C(N)=O)C(=O)O2 (configuration not stated)	13	2
Nc1cccc2c(O)cc(S(=O)(=O)O)cc12	77*	67*
COc1ccccc1NS(=O)(=O)c1cc(NC(=O)CN2C(=O)NC3(CCCCC3)C2=O)ccc1C	2	0
Cc1c(CC(=O)NCC(=O)O)c(=O)oc2cc3oc4c(c3cc12)CCCC4	4	3
OC(c1ccccn1)C(O)c1ccccn1 (configuration not stated)	4	11
Cc1ccc2c(CN3CCCCC3C)cc(=O)oc2c1C (configuration not stated)	5	-1
O=C(Nc1ccccc1Cl)C(Cl)C(=O)c1ccccc1 (configuration not stated)	5	7
COc1ccc(CNC(=O)N2CCN(C(=O)c3ccccc3)CC2)cc1	12	1
Cc1cn(CC(=O)NCCNc2ccc([N+](=O)[O-])cn2)c(=O)[nH]c1=O	-11	1
CCc1cc2c(NC(Cc3ccccc3)C(=O)O)ncnc2s1 (configuration not stated)	1	-1
Cc1cccc2c1CCCC2=O	-3	-3
CNC(=O)NC(=O)CSc1ccc(S(=O)(=O)N(C)C2CCCCC2)cn1	9	-1
COc1ccc(NC(=O)CN(C)CC(=O)Nc2cccc3ccccc23)c(OC)c1	0	4
O=C(NNC(=O)c1cc2ccccc2cc1O)NC1CCCCC1	5	6
O=C(CN1CCC(NC(=O)c2cccc(F)c2)CC1)Nc1ccc(Br)cc1	-1	-1
Cc1c(-c2n[nH]c(=S)n2-c2ccc(Br)cc2)nnn1-c1ccc(Cl)cc1	10	13
CCN(CC)C(=O)c1ccc(CS(=O)(=O)Cc2ccccc2)cc1	6	-7
O=C(Nc1ccccc1)OCCN1CCOCC1	1	0
CC(OC(=O)c1ccc(C#N)cc1)C(=O)Nc1ccc(Cl)cn1 (configuration not stated)	5	6
C[C@@H]1NS(=O)(=O)c2cc(Cl)ccc2O[C@@H]1c1ccccc1	-4	13
O=C(Nc1cccc(Cl)c1)OCCOc1ccccc1	-4	0
CCN(c1cc(C)cc(C)c1)S(=O)(=O)c1nnc(NC(=O)C(C)(C)C)s1	7	5
Nc1ccn([C@@H]2O[C@H](CO)[C@@H](O)[C@H]2O)c(=O)n1	-1	-12
C=C(C)COc1ccc(C2NC(=O)c3ccccc3O2)cc1OCC (configuration not stated)	5	-2
CCOC(=O)C1=C(COC(=O)c2ccc(Cl)nc2)NC(=O)NC1C (configuration not stated)	14	1
COc1ccc(Cl)cc1C=CC=NNC(=O)c1ccncc1	12	2
CCCCN(C)S(=O)(=O)c1cc2c(cc1Br)CCN2C(=O)C1CC1	8	0
CCCCCCCCCC[n+]1cccc2c3ccccc3ccc21	7	3
Cc1c(N=Nc2c(-c3ccc([N+](=O)[O-])cc3)[nH]n(C(N)=S)c2=O)cccc1[N+](=O)[O-]	15	55*
Nc1nc(SCc2ccccc2)c2ncn(C3OC(CO)C(O)C3O)c2n1 (configuration not stated)	7	-7
COc1cccc(C(=O)CSc2nnc(CNS(=O)(=O)c3ccc(C)cc3)n2C)c1	1	0

Of the compounds above, these contain a furan ring, fused or not:
compound	PAFAH1B3 inh	PAFAH2 FP inh
Cc1cc(OCC(=O)NNC(=S)NC(=O)c2ccc(Br)o2)ccc1Cl	12	7
S=C(NCc1ccco1)NCc1ccco1	12	17
S=C(NCc1ccccc1)NCc1ccco1	7	1
COc1ccccc1CNC(=O)c1ccccc1SCC(=O)NCc1ccco1	-2	1
CCCn1cnc2c(oc3ccccc32)c1=O	3	-6
Cc1ccc(C(=O)NCc2ccco2)cc1	2	1
Cc1c(CC(=O)NCC(=O)O)c(=O)oc2cc3oc4c(c3cc12)CCCC4	4	3

The list continues:
compound	PAFAH1B3 inh	PAFAH2 FP inh
CC1=NN(C(=O)c2ccccc2C)C(O)(c2ccc(Cl)cc2)C1 (configuration not stated)	12	6
CC(=O)NC(CCC(=O)O)C(=O)O (configuration not stated)	4	4
Cn1c(SCC(=O)O)nc2sc3c(c2c1=O)CCC3	2	-6
CN(C(=O)c1cccc(NC(=O)Cc2ccc(NC(=O)C3CCN(C(=O)C4CC4)CC3)cc2)c1)C1CCCCC1	5	-4
CCCCCC(=O)Nc1cc(S(=O)(=O)N2CCCCC2)ccc1N1CCCCC1	4	0
O=C(COc1ccccc1Cl)Nc1cc(NC(=O)COc2ccccc2Cl)cc(C(=O)O)c1	4	5
CCOc1ncnc2c1sc1nc3c(cc12)COC(C)(C)C3	5	5
COc1ccccc1NS(=O)(=O)c1cc(C(=O)NCCCN2CCCC2=O)ccc1C	1	-3
COc1cccc(CNC(=O)CN2C(=O)NC(c3ccccc3)(c3ccccc3)C2=O)c1	4	4
CCC1CCC2(CC1)NC(=O)N(CC(=O)Nc1ccc(OC)cc1)C2=O (configuration not stated)	-4	0
O=C(OCC(=O)N1CCN(c2ccccc2)CC1)c1ccco1	0	-2
COC(=O)CC(=O)O[C@H]1C=C[C@@H](NC(=O)OC(C)(C)C)C1	9	6
CCc1sc(C(=O)N(CCCOC)c2c(N)n(CC(C)C)c(=O)[nH]c2=O)cc1C	2	2
O=C(CCN1C(=O)c2ccccc2C1=O)N(CCO)Cc1ccccc1	1	3
O=C1CCCCC1CCc1ccncc1 (configuration not stated)	4	-4
CN(Cc1ccccc1)c1ncnc2[nH]ncc12	12	0
CC1CCN(C(=S)NC(=O)c2ccc(C(C)(C)C)cc2)CC1	11	-6
COc1ccc(-n2c(C)c(C(C)=O)c3cc(O)ccc32)cc1	-1	-1
COc1ccccc1N1CCN(C2CCCN(C(=O)CN3CCCC3=O)C2)CC1 (configuration not stated)	-6	-3
CN(C)S(=O)(=O)c1ccc2c(c1)C(=NNC(N)=O)c1cc(S(=O)(=O)N(C)C)ccc1-2	5	-1
O=C(Nc1sc2c(c1C(=O)NC1CCCCC1)CCC2)c1ccco1	3	6
O=S(=O)(Oc1ccccc1-c1ccccc1)c1ccccc1	11	6
CC1=Nc2cccc([N+](=O)[O-])c2NC(=O)C1	11	-5
CC(=NNC(=S)N1CCN(C2CCCCCC2)CC1)c1ccccn1	9	4
O=C1CCC2(CCCCC2)N1	0	6
Cc1ccc(S(=O)(=O)NCC(=O)N(CC(=O)NC2CCCC2)c2ccc3c(c2)OCCO3)cc1	0	1
O=C(NC1CC1)c1cc(Cl)nc2ccccc12	-8	-6

Source: PubChem BioAssay
